TRPC4 agonist = activators of mouse TRPC4 channel | HEK293 TRPC4beta/mu-opioid, Fluo4 calcium fluorescence; hits give high values | B-score at 10 µM | 310,000 compounds, 0.49% hits | AID 2237;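 active means B-score above 5 SD of library B-scores, and initial fluorescence ratio not above library mean plus 5 SD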;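 further: positive B-score marks a calcium rise read as TRPC4 activation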
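system = HEK293 cells stably co-expressing mouse TRPC4beta and mu-opioid receptor | schedule = Fluo4 dye loading 45 min at room temperature, 110 s recording | measure = B-scored integrated calcium fluorescence ratio | signal = Fluo4 calcium-sensitive dye fluorescence, kinetic, 1 Hz baseline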
TMEM16A act = activators or potentiators of mouse TMEM16A chloride channel. Q8BHY3. HEK293 TMEM16A/YFP-H148Q/I152L, iodide quench fluorescence; hits give low values. B-score at 10 µM. 340,000 compounds, 0.3% hits. AID 623877;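 active means fluorescence-ratio B-score plate-corrected deviation score at least 3 library SD below zero, with starting fluorescence score within 5 deviations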;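 further: channel opened by trigger with iodide after compound preincubation; score built on the fluorescence ratio of max minus min over baseline; more negative score means more quench and so TMEM16A activation or potentiation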
TRPC4 block = TRPC4 (mouse) channel inhibition | 300,000 compounds, 0.39% hits | Q9QUQ5 | B-score at 10 µM | AID 2247 | HEK293 TRPC4beta/mu-opioid, DAMGO-evoked Fluo4 calcium flux; hits give low values;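 active means B-score over 3 SD under the library average, no early fluorescence shift, positive overall ratio signal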
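Assay system: Stable TRPC4beta/mu-opioid receptor HEK293 cells | Reagent: DAMGO in two steps, submaximal then maximal | Compound dosing: Single concentration per test compound | Signal: Fluo4 Ca2+ flux fluorescence | Evaluation: Per-well B score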
TRPC4 PAM = allosterically enhances the mouse TRPC4 cation channel; B-score at 10 µM; 310,000 compounds, 0.42% hits; HEK293 TRPC4beta/mu-opioid, DAMGO EC20, Fluo-4 Ca2+ flux; hits give high values;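 active means B-score of calcium response area above 5 SD of library B-scores, with initial fluorescence ratio within 5 SD of library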;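 further: B-score of integrated fluorescence ratio over time as area under calcium response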
MrgX1 ag = agonists of human MrgX1 receptor | 310,000 compounds, 0.44% hits | B-score at 10 µM | MrgX1-HEK293 cells, Fluo-4 calcium fluorescence, agonist mode; hits give high values | Q96LB2;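 active means calcium response B-score plate-corrected fluorescence ratio at least 3 library SD, with starting fluorescence B-score inside 5 SD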
Target sequence (Q96LB2 whole entry, looked up): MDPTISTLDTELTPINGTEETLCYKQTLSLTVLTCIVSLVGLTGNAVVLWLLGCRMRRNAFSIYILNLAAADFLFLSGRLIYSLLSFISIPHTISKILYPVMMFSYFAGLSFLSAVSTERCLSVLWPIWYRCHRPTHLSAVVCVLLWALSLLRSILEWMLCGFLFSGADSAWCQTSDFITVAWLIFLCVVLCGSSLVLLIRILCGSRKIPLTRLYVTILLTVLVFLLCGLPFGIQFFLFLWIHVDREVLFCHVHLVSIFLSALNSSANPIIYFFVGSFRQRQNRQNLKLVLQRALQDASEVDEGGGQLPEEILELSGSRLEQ
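Material: MrgX1-expressing HEK293 cells / Dosing: compound as first of three additions / Incubation: overnight seeding, then 1 h dark dye loading / Signal: Fluo-4 NW calcium fluorescence / Evaluation: B-scored fluorescence response ratio / Benchmarks: positive and negative control wells on each plate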
TRPC6 act = activates the mouse TRPC6 cation channel; Q61143; HEK293-TRPC6 membrane potential dye fluorescence; hits give high values; B-score at 10 µM; 310,000 compounds, 0.13% hits; AID 2550;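 active means B-score of the integrated fluorescence ratio above library mean plus 3 SD, and starting fluorescence ratio within library mean plus 5 SD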;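 further: higher score means more depolarization so channel activation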
MrgX1 antagonist = blocks BAM8-22 activation of human MrgX1 receptor; MRGX1-HEK293 calcium flux, Fluo-4, BAM8-22 antagonism; hits give low values; B-score at 10 µM; 310,000 compounds, 1.3% hits; AID 588676;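 active means calcium-response B-score plate-corrected more than 3 library SD below zero, starting fluorescence within 5 deviations, no agonist response on first addition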;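 further: peak minus trough fluorescence over baseline after final BAM8-22 challenge near maximal dose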
TRPC6 inhibitor = inhibitors of mouse TRPC6 channel. Q61143. HEK293-TRPC6, membrane potential dye, ACh-evoked depolarization; hits give low values. B-score at 10 µM. AID 2553. 310,000 compounds, 1.1% hits;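 active means B-score under library mean minus 3 SD, initial fluorescence not abnormally high, positive integrated signal ratio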;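 further: B-score derived from integrated fluorescence ratio over the kinetic read; more negative B-score means stronger inhibition of depolarization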
SKKanGAS inh = blocks kanamycin growth of S. pyogenes SKKanGAS strain; BacTiter-Glo, 6 h; 300,000 compounds, 1.3% hits; inhibition, % at 7.5 µM;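 active means mean replicate score, as percent of positive control median, at least 50; inconclusive means mean below 50 but one replicate at or above 50; inactive means mean and every replicate below 50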;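 further: strain carries kanamycin resistance gene driven by streptokinase promoter and grows in 40 µg/ml kanamycin; loss of luminescence reflects streptokinase promoter inhibition or plain growth inhibition; 0% = median of DMSO wells and 100% = positive control at its reference dose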
TMEM16A inh = mouse TMEM16A channel inhibition, primary screen; Q8BHY3; HEK293 TMEM16A/YFP iodide influx fluorescence, ionomycin; normalized B-score (activity score, 25-100; higher = stronger inhibition) at 10 µM; 310,000 compounds, 1.2% hits;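 active means ratio plate-corrected score three or more library SD toward inhibition, starting fluorescence score within five deviations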;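 further: score derived from kinetic fluorescence span divided by baseline fluorescence per well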
MrgX1 PAM = allosterically activates human MrgX1 receptor signaling; Q96LB2; MrgX1-HEK293, Fluo-4 calcium flux, FDSS; hits give high values; B-score at 10 µM; 310,000 compounds, 0.63% hits;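 active means plate-corrected calcium response at least 3 library SD above typical, normal starting fluorescence, not activating the receptor alone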;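 further: compound read alongside a low EC10 to EC30 dose of BAM8-22 agonist; peak minus trough fluorescence over baseline measured at the second addition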
An asterisk follows results filed as active; i = inactive; ? = inconclusive; . = not tested or not shown.

item	compound	TMEM16A act	TRPC4 block	TRPC4 PAM	TRPC6 act	MrgX1 ag	MrgX1 antagonist	MrgX1 PAM	TMEM16A inh	SKKanGAS inh	TRPC6 inhibitor	TRPC4 agonist
1	CCc1ccc(-c2cc(C(=O)N/N=C/c3c[nH]c4ccccc34)[nH]n2)cc1	i	i	i	i	i	i	i	i	?	i	i
2	CCN(CC)CC1C(=O)N(c2ccc(OC)cc2)C1c1ccccc1 (configuration not stated)	i	i	i	i	i	i	i	i	-2	i	i
3	CN(CCO)c1nc(N)c2c(N)nc3c(c2c1C#N)CC(=O)N3C1CCCC1	.	i	i	i	i	i	i	i	5	i	i
4	Fc1ccccc1OCCCCN1CCCCC1	i	i	i	i	i	i	i	i	-3	i	i
5	COc1ccc(/C=C(\C#N)C(=O)NCc2ccccc2)cc1O	i	i	i	i	i	i	i	i	3	i	i
6	O=C(c1ccc(Cl)cc1)c1ccc(Oc2cc(NN3CCCCC3)c([N+](=O)[O-])cc2[N+](=O)[O-])cc1	i	i	i	i	i	i	i	i	8	i	i
7	Cc1ccc(S(=O)(=O)NCC(=O)N(CC(=O)NCc2ccco2)Cc2ccco2)cc1	i	i	i	i	i	i	i	i	-6	i	i
8	COc1cc(CCC(=O)NCc2ccc(F)cc2)cc(OC)c1OC	i	i	i	i	i	i	i	i	3	i	i
9	Nc1nc(SCC(=O)N2CCc3ccccc3C2)[nH]c(=O)c1-c1ccccc1	i	i	i	i	i	i	i	i	-8	i	i
10	C=CCN1C(=O)C2C(C(=O)NCc3ccccc3)C3C=CC2(O3)C1C(=O)NC(C)(C)C (configuration not stated)	i	i	i	i	i	i	i	i	1	i	i
11	COc1ccc(-c2nc(C#N)c(N3CCOCC3)o2)cc1OC	i	i	i	i	i	i	i	i	2	i	i
12	Cc1nc2c(-c3ccc(F)cc3)c(C)nn2c(C)c1CCC(=O)NCCN1CCOCC1	i	i	i	i	i	i	i	i	-3	i	i
13	Cc1ccc(CNC(=O)CSc2nc(=O)n3ccccc3n2)cc1	i	-6*	i	i	i	i	i	i	-1	i	i
14	C=CCCCCCCCCc1nc(SCC(C)=O)n[nH]1	i	i	i	i	i	i	i	i	4	i	i
15	Fc1cccc(Nc2ncnc3[nH]ncc23)c1	i	i	i	i	i	i	i	i	-4	i	i
16	CCc1ccc(NC(=O)Cn2c(=O)n(CCC(=O)NC3CCN(Cc4ccccc4)CC3)c(=O)c3ccccc32)cc1	i	i	i	i	i	i	i	i	-1	i	i
17	COc1ccc(NS(=O)(=O)c2ccc(C)c(C(=O)N(C)CCc3ccc(OC)c(OC)c3)c2)cc1	i	i	i	i	i	i	i	i	-1	i	i
18	CCOc1ccc(-c2nnn(CC(=O)N3CCCC(C)C3)n2)cc1 (configuration not stated)	i	i	i	i	i	i	i	i	-3	i	i
19	Nn1cnnc1N/N=C/c1cccc(Cl)c1Cl	i	i	i	i	i	i	i	i	16	i	i
20	Cc1cccc(-c2nc(NCCCN3CCOCC3)c3ccccc3n2)c1	i	i	i	i	i	i	i	i	6	-9.6*	i
21	CCOC(=O)c1cc2c(=O)n3ccccc3nc2n(CCCOC)c1=NC(=O)C(C)(C)C	i	i	i	i	i	i	i	i	6	-5.9*	i
22	O=C1c2cccc3cccc(c23)C(=O)C1(O)O	i	i	i	i	i	i	i	i	-8	i	i
23	Cc1cccc(NC(=S)NC(=O)c2ccco2)n1	i	i	i	i	i	i	i	i	-3	i	i
24	Cc1nn(Cc2ccc(Cl)cc2Cl)c(C)c1NC(=O)Cn1nc([N+](=O)[O-])c(Cl)c1C	i	i	i	i	i	i	i	i	-9	i	i
25	Cc1c(C(=O)O/N=C(\N)c2ccccn2)cccc1[N+](=O)[O-]	i	i	i	i	i	i	i	i	-2	i	i
26	COC(=O)CCc1ccc(OCC(O)CNC(C)C)cc1 (configuration not stated)	i	i	i	i	i	i	i	i	-6	i	i
27	CCN(CC)C(=O)COC(=O)c1cc(-c2ccco2)nc2ccccc12	i	i	i	i	.	.	.	.	-4	i	i
28	Cc1onc(-c2c(Cl)cccc2Cl)c1C(=O)Nc1ccc2c(c1)OCCO2	i	.	.	.	i	i	i	100*	.	.	.
29	CSc1cccc(NC(=O)CCCOc2ccc(Cl)cc2C)c1	i	i	i	i	i	i	i	i	8	i	i
30	CCCCNC(=O)COC(=O)CCC(=O)c1ccc(Cl)cc1	i	i	i	i	i	i	i	i	-8	i	i
31	N#Cc1ccc(OCC(=O)NC2=NCCS2)cc1	i	i	i	i	i	i	i	i	2	i	i
32	Cc1ccc(-c2nnc(SCC(=O)N/N=C/c3c(C)nn(-c4ccccc4)c3C)n2-c2ccc(C)cc2)cc1	i	i	i	i	i	i	i	i	21	i	i
33	CC1(C)CC(=O)C2=C(C1)N(CC1CCCO1)C(=O)NC2(C(F)(F)F)C(F)(F)F (configuration not stated)	i	i	i	i	i	i	i	i	-1	i	i
34	COc1ccc(OCC(O)CN2CCc3ccccc3C2)cc1 (configuration not stated)	i	i	i	i	i	i	i	i	1	i	i
35	N#Cc1cn(CC(=O)N2CCCc3ccccc32)c2ccccc12	i	i	i	i	i	i	i	i	-8	i	i
36	Cc1ccc(C)n1-c1ccc(N2CCOCC2)c(Br)c1	i	i	i	i	i	i	i	i	5	i	i
37	CCOP(=O)(c1ccccc1)c1nc(-c2ccc(F)cc2)oc1N1CCCCC1 (configuration not stated)	i	i	i	i	38*	i	i	i	-3	i	i
38	CCOC(=O)CC1(NC(=O)c2cc(COc3cncc(Cl)c3)on2)CCCCC1	i	i	i	i	i	i	i	i	2	i	i
39	Cc1cccc(C(=O)OCC(=O)Nc2nnc(-c3ccccc3)o2)c1O	i	i	i	i	i	i	i	i	98*	i	i
40	O=C(Cc1ccccc1)c1ccc2c(c1)OCCO2	i	i	i	i	i	i	i	i	13	i	i
41	CCOc1ccc(C(=O)CCC(=O)N(CC)CC(=O)NCc2ccc(Cl)cc2)cc1	i	i	i	i	i	i	i	i	-6	i	i
42	S=C(Nc1ccccc1Cl)N1CCOCC1	i	i	i	i	i	i	i	i	0	i	i
43	CCOCCCNC(=O)/C(C#N)=C/c1cc(Br)c(O)c(Br)c1	i	i	i	i	.	.	.	.	28	i	i
44	NNC(=O)c1cccc(COc2ccc(Br)cc2)c1	i	i	i	i	i	i	i	i	-7	i	i
45	COc1cccc(NC(=O)NNC(=O)CN2C(=O)COc3ccccc32)c1	i	i	i	i	i	i	i	i	-12	i	i
46	O=[N+]([O-])c1cccc(OCc2cn3cccnc3n2)c1	i	i	i	i	i	i	i	i	-1	i	i
47	Cc1ccc(-c2cc(N)n[nH]2)cc1	i	i	i	i	i	i	i	i	12	i	i
48	CCOc1cc(NC(=S)NCC2CCCO2)c(OCC)cc1NC(=O)c1ccc(F)cc1 (configuration not stated)	i	i	i	i	i	i	i	i	-7	i	i
49	Cc1ccn2cc(CCNS(=O)(=O)c3ccc4ccccc4c3)nc2c1	i	i	i	i	i	i	i	i	6	i	i
50	Cc1ccc(/C(O)=C2/C(=O)C(=O)N(c3ccccn3)C2c2ccc(F)cc2)cc1 (configuration not stated)	i	i	i	i	i	i	i	i	6	i	i
51	Cc1nc2ccc(NC(=O)c3ccccc3)cc2s1	i	i	i	i	i	i	i	i	-10	i	i
52	Cc1ccc(/C=N/Nc2nc(N3CCCCC3)nc(N3CCCCC3)n2)o1	i	i	i	i	i	i	i	i	5	i	i
53	COc1ccc(-c2cc(=O)oc3cc(OC(=O)C4CCCCC4)c(Cl)cc23)cc1	i	i	i	i	i	i	i	i	20	i	i
54	O=C(NNC1=C(C(=O)C(F)(F)F)CCC1)c1cccnc1	i	i	i	i	i	i	i	i	10	i	i
55	C#CCOCCOCCOCCNc1nc(N2CCN(C(=O)Cn3cc(CCO)nn3)CC2)nc(N2CCN(C(=O)[C@H]([C@@H](C)O)n3cc(CCCCN)nn3)CC2)n1	i	i	i	i	i	i	i	i	6	i	i
56	CCOc1ccc(CC(=O)NCc2cn3c(C)csc3n2)cc1	i	i	i	i	i	i	i	i	2	i	i
57	COc1ccccc1N1CCN(C(=O)c2cc3c(s2)CCCCC3)CC1	i	i	i	i	i	i	i	i	11	i	i
58	COCCn1nnnc1C(c1ccccc1Cl)N1CCN(c2ccccc2OC)CC1 (configuration not stated)	i	i	i	i	.	.	.	.	-14	i	i
59	CCC(C)(C(=O)NC1CCCC1)N(Cc1ccco1)C(=O)c1ccccn1 (configuration not stated)	i	i	i	i	i	i	i	i	-2	i	i
60	COc1ccc(-c2nc(CN3CCC(C(=O)NC4CCN(Cc5ccccc5)CC4)CC3)c(C)o2)cc1OC	i	i	i	i	i	i	i	i	-2	i	i

Going on with the list:
item	compound	TMEM16A act	TRPC4 block	TRPC4 PAM	TRPC6 act	MrgX1 ag	MrgX1 antagonist	MrgX1 PAM	TMEM16A inh	SKKanGAS inh	TRPC6 inhibitor	TRPC4 agonist
61	CCCC(C)NC(=O)Cc1ccccc1 (configuration not stated)	i	i	i	i	i	i	i	i	-4	i	i
62	COC(=O)C(C)N1C(=O)S/C(=C\c2cc(C)n(-c3ccccn3)c2C)C1=O (configuration not stated)	i	i	i	i	i	i	i	i	-8	i	i
63	C[N+](C)(C)CCNC(=O)c1c(O)c2c([nH]c1=O)CCCC2	i	i	i	i	i	i	i	i	-3	i	i
64	O=C(Nc1ccccc1C(=O)NCCCN1CCOCC1)c1ccc(F)cc1	i	i	i	i	i	i	i	i	-3	i	i
65	COc1ccc(CN(C(=O)c2ccco2)c2ccc(C)c(C)c2)cc1	i	i	i	i	i	i	i	i	6	i	i
66	Cc1c(C(=O)N2CCCCCC2)nnn1-c1nonc1N	i	i	i	i	i	i	i	i	0	i	i

Screening results from PubChem.
